Screening results: PubChem, Fisher Drug Discovery Resource Center
mcGAS RapidFire = inhibitors of Mus musculus cyclic GMP-AMP synthase, initial high-throughput assay, cell-free, RapidFire MS | recombinant mouse cGAS, cGAMP by RapidFire MS | actives 0.18% (n = 130,000) | inhibition, % at 12.5 µM;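 active = inhibition of cGAS enzyme activity at or above 60%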;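 also: enzyme stimulated by 45 bp dsDNA with ATP and GTP substrates; cGAMP share of summed cGAMP plus half ATP and half GTP signals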
Target sequence (Q8C6L5 whole entry, looked up): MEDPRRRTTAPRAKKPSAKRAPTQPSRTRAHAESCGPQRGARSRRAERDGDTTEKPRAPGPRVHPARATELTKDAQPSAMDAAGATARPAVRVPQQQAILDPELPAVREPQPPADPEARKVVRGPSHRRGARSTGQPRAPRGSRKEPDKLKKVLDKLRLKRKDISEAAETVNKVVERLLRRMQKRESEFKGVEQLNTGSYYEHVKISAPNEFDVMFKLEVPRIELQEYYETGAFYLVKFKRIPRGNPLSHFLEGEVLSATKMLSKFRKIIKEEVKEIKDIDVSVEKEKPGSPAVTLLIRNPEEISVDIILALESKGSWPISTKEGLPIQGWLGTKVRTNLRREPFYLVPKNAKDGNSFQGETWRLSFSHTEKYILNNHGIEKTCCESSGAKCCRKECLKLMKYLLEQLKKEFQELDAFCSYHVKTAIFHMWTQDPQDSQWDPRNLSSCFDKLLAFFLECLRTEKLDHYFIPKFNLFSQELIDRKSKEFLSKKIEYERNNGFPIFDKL
An asterisk follows results filed as active; & = joins results of further samples. Not all compounds are listed, so the mix of outcomes need not match the whole.

compound	mcGAS RapidFire
CC1CCCC(NC(=O)c2cc(S(C)(=O)=O)ccc2Cl)C1C (stereo not given)	-0.1
O=C1CC(c2ccccc2)Cc2nc3ncnn3cc21 (stereo not given)	-5.8
CC(=O)c1ccc(NC(=O)CCc2c(C)nn(-c3nc(C)c(C)c(=O)[nH]3)c2C)cc1	-8.3
CC[N+](CC)=c1ccc2nc3c(cc(N)c4ccccc43)oc-2c1	45.5
COc1cccc(OCc2n[nH]c(=S)o2)c1	-1.8
CN(C)S(=O)(=O)c1cccc(CSc2nnc(NC3CC3)s2)c1	-2.9
CCOC(=O)N1CCN(C(c2cccc(Cl)c2)C2Sc3nc(C)nn3C2=O)CC1 (stereo not given)	-8.3
NNc1ccc(C(N)=O)nn1	10.5
CC(OCc1ccc(F)cc1)n1ccnc1 (stereo not given)	-6.1
Cn1c(=O)c2c(SCC(=O)Nc3ccccc3F)nc(C3CC3)nc2n(C)c1=O	6.8
Cc1ccn2cc(-c3ccc4c(c3)OCO4)cc2c1	-0.4
O=C(NC1CC1)C1CCN(C2CCN(C(=O)Cc3ccc(F)cc3)CC2)CC1	-5.6
CC(C)(C)C(=O)/C=c1/[nH]c(=O)/c(=C/c2ccc(F)c(Br)c2)s1	-1.1
Cc1cccc(Cn2[nH]c(C(C)(C)C)c(CCC#N)c2=O)c1	-5.8
COc1ccc(Cl)c(NC(=O)c2ccc(C(F)(F)F)[nH]c2=O)c1	-5.9
Cc1cc(C(C)(C)C)cc(S(=O)(=O)O)c1C	-10.1
Cn1ccsc1=NC(=O)c1csc(-c2ccc(Cl)cc2)n1	-10.5
Cc1ccc(C(NC(=O)c2ccn(C)c(=O)c2)C2CC2)cc1 (stereo not given)	3.3
CCc1nc(Cn2ccnc2-c2nccn2C)no1	-18.2
Cc1ncc(CN2CCOC(CC(c3ccccc3)c3ccccc3)C2)n1C (stereo not given)	-1.0
Cc1cc(COc2cccnc2[N+](=O)[O-])no1	-15.9
COc1ccc(-c2nnc3n2N=C(c2ccc(O)c(O)c2)CS3)cc1	-6.0
COc1c(C)cc(C(=O)C2CCCN(Cc3ccc(Oc4ncccn4)cc3)C2)cc1C (stereo not given)	-14.2
COc1cc2nc(CNC(C)c3ccccc3C)[nH]c(=O)c2cc1OC (stereo not given)	-1.9
O=C(CC1Cn2ncnc2NC1=O)NCCc1ccccc1 (stereo not given)	-17.2
Cc1nc(N(C)CCNS(C)(=O)=O)nc(C)c1CC(C)C	-7.3
COC(=O)C1CC1(C#N)C(=O)Nc1ccc(C)cc1 (stereo not given)	13.5
Cc1cc(C)cc(NC(=O)c2cn(C)c3c(=O)n(-c4ccccc4)c(=O)[nH]c23)c1	-20.8
O=C(NC1C2CC3CC1CC(O)(C3)C2)c1cc(CCc2ccccc2)no1 (stereo not given)	-9.9
N#Cc1c(N=Cc2ccco2)sc2c1CCCC2	-11.1
Clc1ccc2c(Oc3ccc(Br)cc3)ccnc2c1	-20.4
O=c1c2ccsc2ncn1Cc1cc(=O)n2ccsc2n1	-4.9
Cc1ncsc1CN(Cc1ccccc1)C(=O)c1ncc[nH]1	-15.5
COc1ccc(C(=O)NC(C)c2csc(C)n2)cc1OC1CCN(C(C)=O)CC1 (stereo not given)	-1.9
CN1CCN(c2ncc(C(=O)NCC3CC3)s2)C1=O	-7.4
OCc1csc(COc2ccc(Cl)cc2CNCc2ccc(F)cc2)n1	-12.5
COc1ccc(CNC(=O)NCC2CN(c3cccc(Cl)c3)C(=O)O2)cc1 (stereo not given)	-13.5
CCn1cc(NC(=O)c2cc3ccc(C(C)(C)C)cc3[nH]2)ccc1=O	-2.4
COc1ccc2cc(CNC(=O)C3(C)CC(=O)N=C4C=CC=CN43)ccc2c1 (stereo not given)	-4.4
O=C(c1nc2ccccc2s1)N1CCN(CCc2nc(-c3cccs3)cs2)CC1	-1.2
CCOc1ccc(C(=O)Nc2c3c(nn2-c2cccc(C)c2C)CS(=O)C3)cc1 (stereo not given)	-5.0
CC1(C(=O)NS(=O)(=O)c2cccc(Cl)c2)CCN1C(=O)C/C=C/c1ccccc1 (stereo not given)	-13.6
CC(=O)NC(CCS(C)(=O)=O)C(=O)Nc1cc(C)on1 (stereo not given)	-9.7
O=C(Cn1cnc2ccc(Br)cc2c1=O)NC1CCCCC1	-6.2
Cc1ccc2nc(N(CCN3CCOCC3)C(=O)c3ccno3)sc2c1	0.5
O=C(Nc1ccc(N2CCCCS2(=O)=O)cc1)c1cccc([N+](=O)[O-])c1	4.9
CCCn1c(=O)c2c(nc3n2CCN3c2ccc(OCC)cc2)n(C)c1=O	1.1
O=C(C1CC2C=CC1C2)N(Cc1cccnc1)Cc1ccco1 (stereo not given)	-3.7
COc1ccc(C=NOCc2nnc(-c3ccc(F)cc3)o2)cc1	-4.1
COc1ccc(CNC(=O)CCC2CCCN(C(=O)c3cccc(Cl)c3)C2)c(OC)c1 (stereo not given)	-2.5

(cont.)
compound	mcGAS RapidFire
CCCCNC(=O)c1ccc(C)c(OCC)c1	7.0
CCOC(=O)Cn1c(-c2cccc(N3C(=O)c4ccccc4C3=O)c2)csc1=Nc1ccccc1	-2.7
N#Cc1c(Cl)cccc1Oc1ccc(S(=O)(=O)N2CCOCC2)cc1	-1.7
Cc1cc2n(n1)CC(CNCC1CCN(Cc3ccccc3)CC1)CN2 (stereo not given)	6.3
Cc1ccc(OCCS(=O)(=O)N2CCc3c(nc(C)[nH]c3=O)C2)cc1	-0.9
O=C1OC(c2cccc(F)c2)=NC1=Cc1ccc(F)c(F)c1	2.5
COc1cccc(OC)c1-c1ccc(CN2CCCCC2)cc1	-46.5
O=C(CSc1nnc(-c2ccco2)o1)N1CCOCC1	-7.2
Cc1ccc(CCC(=O)Nc2cccc(CN3CCSCC3)c2)c(C)c1	4.7
Cc1nccn1-c1ccc(CNC(=O)CCC(=O)NC2CCCC2)cc1	-14.8
OCc1cnn(-c2ccccc2)c1-n1cccc1	-2.7
O=C(c1cc(COc2ccc(F)cc2F)on1)N1CCCC1c1ccc(F)cc1 (stereo not given)	-4.4
COc1ccc(OC)c(C2CCCN2C(=O)CN2C(=O)COc3ccc(Cl)cc32)c1 (stereo not given)	-5.3
Cc1c(CN(C)C(=O)C2CC3(CCNCC3)CN2)[nH]c2ccccc12 (stereo not given)	-9.0
Cc1cccc(N2CCN(S(=O)(=O)c3cc(F)cc(F)c3)CC2)c1	1.5
CC(C)(C)C(=O)OCOP(=O)(COCCn1cnc2c(N)ncnc21)OCOC(=O)C(C)(C)C	-0.5
O=C(Nc1cc2c(cc1Cl)OCCO2)c1ccncc1	-4.9
Cc1cc(C(=O)N2CCCC(c3[nH]ncc3-c3ccc(F)cc3)C2)c(=O)[nH]c1C (stereo not given)	-1.8
c1ccc(C2CCCN(Cc3nc(-c4cnccn4)no3)CC2)cc1 (stereo not given)	-8.1
O=C(Cn1c(-c2ccco2)nc(-c2ccccc2)c1-c1ccccc1)NN1CCOCC1	-14.6
Cc1cc(C)n(CN2CCCC(C)C2)c(=S)c1C(N)=O (stereo not given)	-1.8
Cc1cc(C)n(CC2(CNC(=O)[C@@H]3C[C@@H]4C=C[C@H]3C4)CC2)n1	-29.1
CCOc1ccc(OCC(=O)OCc2cc(-c3cc4ccccc4o3)on2)cc1	-7.5
COc1ccc2c(c1)CCCN2C(=O)C1CCN(S(=O)(=O)c2cccc(C(F)(F)F)c2)CC1	10.9
COc1ccc(S(=O)(=O)N2CCSC2c2cc(OC)ccc2OC)cc1 (stereo not given)	-14.6
O=C(c1nnc2n1CCN(Cc1ccccc1)C2)N1CCCCC1	-16.2
Cc1ccc(NC(=O)CN2CCN(Cc3ccco3)CC2)cc1F	-11.3
COCCn1c(SC(C)C(=O)C23CC4CC(CC(C4)C2)C3)nc(C)c1C (stereo not given)	1.0
Cc1ccc(S(=O)(=O)NCC2CCCC2O)c(F)c1 (stereo not given)	-6.2
COc1ccc2cc(CNC(=O)CCCn3c(=O)oc4ccccc43)ccc2c1	-15.7
CC1(C(=O)NS(=O)(=O)c2ccc(F)cc2F)CCN1C(=O)CCC1CCCC1 (stereo not given)	-4.7
Cc1nc(C(=O)NC(C)c2ncn[nH]2)cs1 (stereo not given)	-9.7
O=[N+]([O-])c1cc(S(=O)(=O)c2ccc(Cl)c([N+](=O)[O-])c2)ccc1Cl	-0.8
COc1ccc(N(C(N)=S)C2=NCCCCC2)cc1	4.8
CC(NCCC1=CCCCC1)C(=O)NC1CCCC1 (stereo not given)	-13.5
COc1ccc(-c2cc(COC(=O)Cc3ccc(Cl)cc3)no2)cc1OC	-2.2
CCc1nc(SCC(=O)N(CC)CC)c(C#N)c2c1CCCC2	-13.1
Cc1cn2c3c(=O)[nH]c(=O)n(C)c3nc2n1-c1ccc(C(F)(F)F)cc1	-11.2
CC(=O)Nc1ccc(Cl)c(C(=O)N2CCCCC2C(=O)O)c1 (stereo not given)	0.9
CCC(C)(NC(=O)Nc1c(F)cccc1F)c1nc(C)cs1 (stereo not given)	-0.7

Molecules above that have a thiophene ring, fused or not:
compound	mcGAS RapidFire
N#Cc1c(N=Cc2ccco2)sc2c1CCCC2	-11.1
O=c1c2ccsc2ncn1Cc1cc(=O)n2ccsc2n1	-4.9
O=C(c1nc2ccccc2s1)N1CCN(CCc2nc(-c3cccs3)cs2)CC1	-1.2

The list continues:
compound	mcGAS RapidFire
O=C(OC1CCN(Cc2ccsc2)CC1)C1CCC1	-3.3
O=C(O)C1CC2(CCNCC2)CN1Cc1ccccc1Cn1cccn1 (stereo not given)	-17.6
CCCCc1ccc(C(NCc2cnn(C)c2)c2cccs2)cc1 (stereo not given)	-31.0
O=C(c1cn(C2CCCCC2)nn1)N1CCC(Cc2ccccc2F)CC1	-12.9
Cc1cccc(CN2CCC(Oc3ccc4ncccc4c3)(C(=O)O)CC2)n1	-12.6
O=C(O)CC1C(=O)NCCN1C/C=C/c1ccccc1 (stereo not given)	-9.1
Cc1cc(C)cc(Cn2c(C)c(C(=O)NCc3cccc([N+](=O)[O-])c3)sc2=O)c1	0.1
Nc1c(Cl)cncc1Cl	-4.6
COC(=O)C1(C)CCN(c2nc(-c3cccnc3)nc3c2cnn3C)CC1	-17.1
CN(Cc1ccon1)c1ccc(C(=O)N2CCC(CCn3cccn3)CC2)cn1	-11.4
CC(CCn1cccn1)n1ccnc1-c1ccc2occc2c1 (stereo not given)	2.4
CCc1nnc(NC(=O)c2cc(C)c(CC)s2)s1	-32.9
COc1cc(OC)cc(N2CCC(NC(=O)c3ccoc3)C2)c1 (stereo not given)	-12.3
Cc1c(C(=O)NCc2ccc(C)n2C)oc2c1C(=O)CC(C)(C)C2	-9.3
COc1ccc(Cl)cc1CS(=O)(=O)CC(=O)N(C)Cc1ccccc1F	3.9
CC1CN(Cc2ccco2)c2nc3c(c(=O)n(C)c(=O)n3C)n2C1 (stereo not given)	-0.9
Cc1cccc(C)c1NCC(=O)N1CCC2(CC1)OCC(C)O2 (stereo not given)	-18.3&-7.0
CC1=NN(c2ccccc2)C(N=P(OC(C)C)(OC(C)C)OC(C)C)C1[N+](=O)[O-] (stereo not given)	-6.5
Cc1[nH]cnc1CN(Cc1cccc(Cl)c1)C1CC1	-13.8
Cc1cc(=O)[nH]c(-n2nc(C3CC3)cc2NC(=O)c2cc3ccccc3o2)n1	-1.7

Exported as labelled records: entries from further up
> COc1ccc(Cl)cc1CS(=O)(=O)CC(=O)N(C)Cc1ccccc1F
  mcGAS RapidFire: 3.9

> CN(C)S(=O)(=O)c1cccc(CSc2nnc(NC3CC3)s2)c1
  mcGAS RapidFire: -2.9

(next part)
compound	mcGAS RapidFire
CN(Cc1cscn1)C(CCO)c1ccccc1 (stereo not given)	0.6
CCOc1c(CC)cnc2c1c(=O)n(CC(=O)Nc1ccccc1C)c(=O)n2C	3.0
CCN(CC)c1ncccc1CNCc1cn[nH]c1C1CCCCC1	-4.1
Cc1ccc(/C=C2/SC(c3ccc(C)cc3)=NC2=O)cc1	-13.1
CCOc1ncccc1C(=O)NCC(=O)Nc1ccccc1CC	-4.3
CCCCCN(C(=O)CCC(=O)O)c1c(N)n(CCCC)c(=O)[nH]c1=O	-7.3
CCc1noc(C)c1C(=O)N1CCN(S(=O)(=O)c2cc(C)ccc2C)CC1	1.0
COc1cc2c(cc1OC)[C@@H]1C(=O)c3ccc4c(c3O[C@@H]1CO2)C=CC(C)(C)O4	-10.2
Cc1noc(C)c1CC(=O)N1CCCC(CCC(=O)N2CCN(c3ccccn3)CC2)C1 (stereo not given)	5.8
CCc1ccc(CN2CCCC(CO)(Cc3cccc(OC)c3)C2)o1 (stereo not given)	-4.0
CCC(C)N1C(=O)c2ccccc2NC1c1ccc(C(=O)O)cc1 (stereo not given)	-8.9
CCCCNC(=O)N1CC(C(=O)NCCc2ccc(OC)cc2)CCC1c1ccc(F)c(C)c1 (stereo not given)	-7.5
CCCC(=O)C1=C(c2ccc(C)c(C)c2)N(C(=O)CCC)n2c(CC)nnc2S1	1.9
COc1c(C)cc(C(=O)C2CCCN(Cc3csc(C(C)=O)c3)C2)cc1C (stereo not given)	-5.2
CCCn1c(=O)[nH]c(=O)c2cc(C(=O)OCC3COc4ccccc4O3)cnc21 (stereo not given)	-4.2
CCN(Cc1ccncc1)Cc1ccc(Sc2ncccn2)o1	-8.8
O=C(Nc1ccc(-c2ccco2)cc1)C1CCCN(Cc2ccsc2)C1 (stereo not given)	-6.5&0.1
CCOc1ccccc1-n1c(=O)[nH]c2c(C(N)=O)nc(-c3cccnc3)nc21	0.3
